# Compound activity: PubChem BioAssay, several laboratories
# NPR2 activator: human GC-B receptor activators, primary screen, HEK293 GC-B cells, cGMP TR-FRET, EC30 CNP; 0.11% of 370,000 active; activation, % at 10 µM; Atrial natriuretic peptide receptor 2 (Homo sapiens), P20594; 0% at EC30 CNP, 100% saturating CNP; AID 1920062, 2024;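 active = activation at 10 µM reaching about 35% in either raw or pattern-adjusted values, limit read from the data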
# DAX1 inh-1: DAX1 (NR0B1) inhibitors on StAR promoter, primary screen, cell-based, luminescence, SF-1 (NR5A1), full-length DAX-1 | AID 652010, 2013 | inhibition, % at 6.8 µM | HEK293T StAR-luciferase reporter, SF-1/DAX-1 repression relief | 1.1% of 370,000 active;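 active = inhibition above the mean over all tested compounds plus 3 SD, cut at about 3.6% in these data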;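 note: 0% = DAX-1 cells with DMSO and 100% = cells lacking DAX-1 with DMSO; higher inhibition means more luminescence from relief of DAX-1 repression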
# GC-A act: GC-A stimulated cGMP production enhancers – HEK293 GC-A cells, cGMP TR-FRET, EC30 ANP, primary screen. Atrial natriuretic peptide receptor 1 (Homo sapiens), P16066. 0% at EC30 ANP, 100% saturating ANP. AID 1671463, 2021. activation, % at 10 µM. 0.14% of 370,000 active; in the data active = activation above about 40%
# Target sequence (P16066 whole entry, looked up): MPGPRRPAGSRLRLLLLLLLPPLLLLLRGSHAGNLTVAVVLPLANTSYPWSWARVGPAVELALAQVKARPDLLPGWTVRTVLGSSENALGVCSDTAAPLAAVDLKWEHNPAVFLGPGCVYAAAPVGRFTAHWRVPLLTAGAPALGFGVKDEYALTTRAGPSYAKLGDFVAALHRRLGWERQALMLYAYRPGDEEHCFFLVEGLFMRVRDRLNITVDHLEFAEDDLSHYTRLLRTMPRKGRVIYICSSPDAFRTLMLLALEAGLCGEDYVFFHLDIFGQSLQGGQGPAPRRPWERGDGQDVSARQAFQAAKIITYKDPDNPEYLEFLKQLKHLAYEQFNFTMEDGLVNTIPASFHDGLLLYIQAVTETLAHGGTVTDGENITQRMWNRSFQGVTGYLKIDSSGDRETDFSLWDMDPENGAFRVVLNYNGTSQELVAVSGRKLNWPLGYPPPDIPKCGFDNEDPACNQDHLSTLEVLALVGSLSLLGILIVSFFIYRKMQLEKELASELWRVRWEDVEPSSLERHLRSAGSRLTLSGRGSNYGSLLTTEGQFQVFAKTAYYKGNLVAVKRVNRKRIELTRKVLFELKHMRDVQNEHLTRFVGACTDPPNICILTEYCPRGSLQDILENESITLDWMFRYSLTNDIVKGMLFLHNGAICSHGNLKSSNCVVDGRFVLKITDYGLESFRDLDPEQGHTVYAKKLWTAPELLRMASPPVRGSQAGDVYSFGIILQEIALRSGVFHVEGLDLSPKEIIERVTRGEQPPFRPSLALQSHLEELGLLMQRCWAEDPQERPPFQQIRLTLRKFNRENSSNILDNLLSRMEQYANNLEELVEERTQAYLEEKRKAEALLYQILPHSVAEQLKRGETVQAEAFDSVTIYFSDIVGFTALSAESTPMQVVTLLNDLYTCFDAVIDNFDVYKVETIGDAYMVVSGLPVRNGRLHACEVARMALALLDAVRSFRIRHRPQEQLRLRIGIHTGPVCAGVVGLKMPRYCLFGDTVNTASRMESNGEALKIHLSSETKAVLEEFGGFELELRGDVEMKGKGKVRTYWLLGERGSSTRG
# DAX1 inh-2: DAX1 (NR0B1) inhibitors, primary screen, cell-based, HEK293, Gal4-DAX1, luciferase luminescence. inhibition, % at 6.75 µM. 0.99% of 340,000 active. AID 504766, 2011. Nuclear receptor subfamily 0 group B member 1 (Homo sapiens), P51843. HEK293 Gal4-DAX1 luciferase reporter;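 active = inhibition above the mean over all tested compounds plus 3 SD, cut at about 4.2% in these data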;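 note: 0% = DAX1-transfected cells with DMSO and 100% = empty-vector control cells with DMSO; inhibition shows as a rise in luminescence from relieved DAX1 repression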
# HGIII-sPLA2 inh: human group III sPLA2 inhibitors, primary screen, biochemical, QFRET, BODIPY PC-A2 liposome substrate. QFRET BODIPY PC-A2 liposome hydrolysis, fluorescence. Group 3 secretory phospholipase A2 (Homo sapiens), Q9NZ20. 0.56% of 370,000 active. inhibition, % at 12.2 µM;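 active = inhibition above mean plus 3 SD of compounds lying within the high and low control bounds, cut at about 19% in these data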;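 note: 0% = median of test compound wells and 100% = no enzyme DMSO wells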
# SMARCA2 activ: SMARCA2 (BRM) function activators, primary screen, cell-based, luminescence, high throughput | 1% of 370,000 active | MG213 cells, MMTV-luciferase reporter, dexamethasone, overnight | activation, % at 9.1 µM; in the data active = activation above about 7.8%;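 note: 0% = vehicle wells and 100% = reference activator wells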
# ssDAF-12 act: S. stercoralis DAF-12 nuclear receptor activators, primary screen, cell-based, luminescence, HEK293, GRIP1 co-expression, lit1-tk-luc; HEK293 ssDAF-12/GRIP1 lit1-tk-luc reporter; % of 3 µM dafachronic acid response; activation, % at 6.8 µM; 1% of 370,000 active; AID 652126, 2013;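 active = activation above the mean over all tested compounds plus 3 SD, cut at about 0.9% in these data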;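 note: 0% = DMSO-only wells and 100% = 3 µM delta7-dafachronic acid wells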
# ADAM10 inh: human ADAM10 inhibitors, primary screen, biochemical, QFRET, HTS | Disintegrin and metalloproteinase domain-containing protein 10 (Homo sapiens), O14672 | recombinant ADAM10, EDANS/DABCYL FRET peptide cleavage, 3 h | inhibition, % at 7 µM | 0.62% of 370,000 active | AID 720582, 2013;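 active = inhibition above a per-campaign cutoff equal to the mean of compounds falling between control-based bounds plus 3 SD, cut at about 20% in these data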;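 note: 0% = DMSO wells while the 100% control is not disclosed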
# hcDAF12 agonist: H. contortus DAF-12 nuclear receptor activators, primary screen, cell-based, luminescence, HEK293, lit1-tk-luc reporter | HEK293 hcDAF-12 lit1-tk-luc reporter; 0% DMSO, 100% Δ7-dafachronic acid | activation, % at 6.8 µM | 1.4% of 370,000 active;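 active = activation above the mean of all tested compounds plus 3 SD, cut at about 5.5% in these data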;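 note: 100% = response to 3 µM Δ7-dafachronic acid high control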
# GAA850 FXN act: FXN promoter activators, primary screen, cell-based, luciferase luminescence, HEK293 lucGAA850; HEK293 lucGAA850 FXN promoter luciferase reporter, 24 h; percent of 10 µM SAHA response; activation, % at 6 µM; 0.56% of 360,000 active;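 active = activation above the average of all compounds screened plus 3 SD, cutoff fixed separately per campaign, cut at about 7.5% in these data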;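 note: 0% = DMSO wells and 100% = 10 µM SAHA wells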
# hgDAF-12 ag: H. glycines DAF-12 receptor agonists, primary screen, cell-based, luminescence, HEK293, GAL4 fusion, UAS-luciferase; HEK293 GAL4-hgDAF12 UAS-luciferase reporter, agonist luminescence; normalized to butyrate control; activation, % at 6.8 µM; 1.8% of 370,000 active;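 active = activation above a cutoff set at the mean of all screened compounds plus 3 SD, cut at about 10% in these data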;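 note: 0% = DMSO wells and 100% = sodium butyrate wells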
# An asterisk follows results filed as active; . = not tested or not shown.
# Results follow in this order: NPR2 activator	DAX1 inh-1	GC-A act	DAX1 inh-2	HGIII-sPLA2 inh	SMARCA2 activ	ssDAF-12 act	ADAM10 inh	hcDAF12 agonist	GAA850 FXN act	hgDAF-12 ag
CCCn1cc(S(=O)(=O)c2ccc(Cl)cc2)c(=O)c2cc(OC)ccc21
→ -4.7	-0.2	0.0	-0.3	-5.6	-0.8	-1.2	-38.9	-1.8	3.0	0.0
N=C(N)SCc1ccccn1
→ -1.7	0.2	6.2	0.5	-7.4	1.1	-1.0	-1.6	0.1	1.6	6.6
CCNC(=O)C1(C)CCCN(C(=O)c2ccnc(Cl)c2)C1 (centres undefined)
→ 3.0	-0.5	-0.8	.	19.0	-4.1	-0.8	-26.9	0.4	-0.6	0.2
C=CCNCCOc1ccc(C(C)(C)c2ccccc2)cc1
→ 6.0	0.2	-2.7	1.8	-0.1	3.5	-1.9	0.1	0.4	-0.1	5.2
NC(=O)c1ccc(Nc2ccc3c(c2)CCC3)c([N+](=O)[O-])c1
→ 10.5	-0.5	18.2	-1.5	1.5	-2.7	-1.1	2.3	-1.5	2.9	-2.5
CC(=O)Nc1cccc(C(=O)/C=C/c2ccc(/C=C/C(=O)c3cccc(NC(C)=O)c3)cc2)c1
→ -4.7	-0.2	2.1	.	-5.1	2.9	-1.2	-1.2	-2.8	.	-3.5
COCC(=O)N[C@H]1C=C[C@@H](CC(=O)OC)O[C@@H]1CO
→ 0.0	1.8	0.0	.	-2.3	-3.7	-0.6	2.2	2.9	.	1.5
CC1CCCCN1C(=O)c1ccccc1NC(=O)c1ccco1 (centres undefined)
→ -2.9	-0.1	1.0	1.1	5.4	-3.1	-1.2	-0.9	-0.9	0.8	-0.4
Cc1ccc(CSCCNC(=O)CN(c2cccc([N+](=O)[O-])c2)S(C)(=O)=O)cc1
→ 4.1	-0.2	-2.5	0.8	-5.5	-5.7	-2.1	3.0	-1.1	1.7	-1.8
Cc1nc2ccccc2c(=O)n1NC(=O)c1ccccc1Br
→ 5.4	0.4	1.7	3.5	0.9	-4.0	-0.8	7.8	0.2	0.7	1.3
CCc1ccc(OCCOCC(O)CNC(C)(C)C)cc1 (centres undefined)
→ 1.4	0.1	-0.1	-0.2	14.3	-3.8	-1.1	-6.2	-1.5	-1.1	-1.1
N#Cc1ccc(S(=O)(=O)N2CCCCC2c2cc(C(=O)NCc3ccccc3)no2)cc1 (centres undefined)
→ -1.0	-0.7	-1.4	.	-0.9	-2.1	-1.0	-1.7	-1.7	0.5	-3.4
CCCCNC(=O)C[C@@H]1C(=O)N(CCc2ccc(Cl)cc2)/C2=C/CCCCC[C@@]21C(=O)OCC
→ -11.7	-0.2	1.1	.	-13.0	-3.3	-1.6	9.2	0.3	.	0.7
CCOC(=O)C(=O)NNc1ccccc1OC
→ 6.1	0.1	4.4	0.4	11.2	-4.3	-1.2	1.4	-2.1	-0.4	1.6
CN(CCc1ccccn1)C(=O)CCC1CCCN(C(=O)c2ccc3c(c2)OCCO3)C1 (centres undefined)
→ -2.7	-0.6	0.9	0.3	4.9	-4.1	-1.3	0.5	1.7	-0.7	1.6
CCC(=O)C1CCCN(C(=O)CCc2nnc(-c3ccc4c(c3)OCO4)o2)C1 (centres undefined)
→ -0.5	1.3	-1.3	0.0	-1.4	2.8	-0.5	-2.1	3.4	4.0	4.4
Cc1ccc(NC(=O)c2ccco2)nc1
→ 2.6	8.0*	-0.2	3.4	9.8	4.4	0.1	-11.5	3.8	-1.1	12.1*
O=S(=O)(NCCSCc1c(Cl)cccc1Cl)c1ccc2c(c1)OCCO2
→ 5.1	-1.1	-6.4	-0.9	-33.1	-2.5	-1.6	12.1	-2.1	1.6	0.2
O=Cc1ccnc(-c2ccc(OC(=O)c3ccco3)cc2)n1
→ -1.5	0.0	1.5	2.4	-1.1	-3.2	-2.0	-1.5	-1.4	-0.2	2.8
O=C(COC(=O)CCCc1nc2ccccc2s1)NC(=O)NCc1ccco1
→ -1.7	-0.4	-0.1	-0.1	-15.1	1.7	-1.5	2.8	-0.9	0.2	1.1

# Individual results from above:
# CCCn1cc(S(=O)(=O)c2ccc(Cl)cc2)c(=O)c2cc(OC)ccc21 | DAX1 inh-1 = -0.2
# O=C(COC(=O)CCCc1nc2ccccc2s1)NC(=O)NCc1ccco1 | SMARCA2 activ = 1.7
# N#Cc1ccc(S(=O)(=O)N2CCCCC2c2cc(C(=O)NCc3ccccc3)no2)cc1 (centres undefined) | DAX1 inh-1 = -0.7

# (continued)
# Results follow in this order: NPR2 activator	DAX1 inh-1	GC-A act	DAX1 inh-2	HGIII-sPLA2 inh	SMARCA2 activ	ssDAF-12 act	ADAM10 inh	hcDAF12 agonist	GAA850 FXN act	hgDAF-12 ag
Cc1ccc(NC(=S)NCc2ccc(Cl)cc2)c(OC(F)F)c1
→ 0.5	-1.2	2.9	0.5	-9.1	4.2	0.0	12.1	1.1	-0.3	1.4
CC(=O)[C@@H]1[C@@H](C)N(Cc2ccccc2)C(=O)N[C@H]1c1cccc(C(F)(F)F)c1
→ 4.7	-0.6	1.2	-1.8	-2.5	-1.7	-1.9	-6.1	-1.3	-1.4	-0.8
CN(Cc1cccs1)C(=O)Cc1c[nH]c2ccccc12
→ 1.3	0.0	-2.1	-0.5	-38.5	-2.5	-1.1	3.5	2.2	2.3	2.1
Cc1cccc(NC(=S)N(CCN(C)C)Cc2cc3cc(C)ccc3[nH]c2=O)c1
→ -3.3	1.0	-1.9	2.5	-5.3	-2.2	-1.0	-23.3	-1.1	-2.5	-0.9
Cc1cccc(OCCNC(=O)c2cc(C3CC3)nc3c2cnn3C(C)C)c1
→ 1.3	-0.2	3.8	1.2	2.7	1.1	-1.5	-8.4	-0.8	1.4	7.1
C/C=C(\C)c1nnc(NC(=O)c2ccco2)s1
→ 2.7	0.5	1.9	0.4	-2.7	3.1	-0.8	-5.4	0.8	1.8	4.4
Cc1ccc(S(=O)(=O)N2CCC[C@H]2C(=O)NC2CCCCC2)cc1
→ 0.3	-0.5	3.4	-0.4	11.8	-4.2	-1.2	-17.4	-1.2	-3.2	-1.1
N/C(=N\OC(=O)C12CC3CC(CC(C3)C1)C2)c1ccccc1
→ -3.5	-0.8	8.6	2.4	0.3	-2.8	-0.7	-1.1	3.5	1.6	0.1
CC1(C(=O)O)Oc2cccnc2NC1=O (centres undefined)
→ -6.8	0.3	-0.7	-0.2	-2.9	0.2	-0.1	-4.1	1.2	0.8	0.9
CN1CCN(CC(O)COc2ccc(C(=O)O)cc2)CC1 (centres undefined)
→ 1.2	-0.7	-0.8	-0.9	19.3*	-1.0	-0.7	-5.5	0.5	1.4	-0.4
CCc1nc2ccc(C(=O)Nc3cc(-c4ccccc4)ccc3OC)cn2c1N(CC)Cc1cccc(Br)c1
→ 7.6	-1.7	-0.8	.	7.9	-1.8	-1.4	-9.3	-1.4	1.0	-0.1
COc1cc(C2=NOC(C(=O)NCc3cccs3)C2)cc(OC)c1OC (centres undefined)
→ -5.1	-1.1	-6.9	-1.7	3.1	-0.6	-0.8	-12.4	-0.2	-2.7	1.8
CN(CC(=O)Nc1ccc2c(c1)CCC2)CC(=O)Nc1ccccc1Br
→ -0.8	-0.4	-6.5	0.7	-18.2	-5.0	-1.7	0.2	-2.2	2.5	-1.2
CCCn1c(SCC(=O)c2cc(C)n(C3CC3)c2C)n[nH]c1=O
→ -0.3	0.4	-3.2	1.3	3.9	-0.9	-1.2	-69.5	-1.1	2.0	-0.7
C/C(N)=C(/C#N)C(=O)COC(=O)[C@@H](NC(=O)c1ccccc1Cl)C(C)C
→ 4.0	-0.4	-0.6	1.0	-0.3	0.2	-1.3	2.8	-0.8	0.5	-2.5
O=C(COc1coc(CN2CCN(c3ccccc3F)CC2)cc1=O)NC1CCCC1
→ 3.9	0.8	2.8	-0.3	11.7	-1.1	-0.7	0.8	-2.4	1.4	0.6
CS(=O)(=O)N1CCc2cc(C(=O)Nc3ccc(COCC(F)(F)F)cc3)ccc21
→ -0.5	-0.6	-8.0	-3.1	-5.0	0.9	-1.4	8.3	-2.7	0.2	-2.1
CCOC(=O)N1CCN(S(=O)(=O)N2CCCC(C(=O)NCCc3ccc(Cl)cc3)C2)CC1 (centres undefined)
→ -3.8	-0.8	3.7	0.2	-4.5	-2.2	-1.3	3.9	-1.6	0.8	-1.7
C#CCn1c(C)cc(C)c(S(=O)(=O)c2ccccc2)c1=O
→ 1.3	2.8	2.6	2.8	3.0	2.6	-1.2	-3.0	2.2	4.7	11.1*
N#CCC(=O)Nc1ccc(C(=O)OCC(=O)NCCCc2ccccc2)cc1
→ -5.2	-0.3	-1.3	-1.5	-49.1	-0.1	-0.8	2.1	-1.5	0.6	2.2
Cc1cccc(C)c1NC(=O)C(c1ccc([N+](=O)[O-])cc1)N1CCCCC1 (centres undefined)
→ -3.7	0.0	-1.9	-0.8	3.0	-0.8	-0.1	7.1	-0.4	2.9	1.4
CC1=C(C(=O)OCC2CCCO2)C(c2ccc(O)cc2)NC(=O)N1 (centres undefined)
→ 0.4	0.2	3.6	-0.4	1.9	-2.1	-1.2	1.3	-1.4	-0.1	-0.8
N#CC1=C(N)C(C#N)(C#N)[C@H](c2c(F)cccc2F)[C@H]2CC3(CC=C12)OCCO3
→ 4.4	-1.1	0.1	0.4	-24.6	1.4	-1.2	-43.5	-1.6	1.3	0.5
CC1=C(C(=O)Nc2cccnc2)C(c2ccc(C(C)C)cc2)n2ncnc2N1 (centres undefined)
→ -2.1	-1.1	2.8	0.1	0.5	3.0	-0.8	-18.0	-2.8	1.6	-0.8
CCN(C(=O)CSc1nc2ccc(C)cc2[nH]1)C1CCS(=O)(=O)C1 (centres undefined)
→ 4.6	1.8	3.5	1.7	0.8	-2.1	-0.7	-10.1	0.0	-1.4	2.2
Cc1nc(N2CCN(c3ccccc3)CC2)nc2c1C(=O)CC(C)C2 (centres undefined)
→ -0.9	-0.4	1.4	0.7	0.0	-2.9	-1.4	-6.4	-0.4	2.6	-0.2
